Compound activity from PubChem.
V1R ag counter: agonists of human V1a receptor, primary screen, counter-screen for OXTR agonist project, fluorescence, CHO-V1R cells. Fluo-8 calcium fluorescence, agonist mode; 0% DMSO, 100% 3 nM vasopressin. activation, % at 3 µM. 320,000 tested, 0.25% active;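 active = activation above the mean activation of all tested compounds plus 3 SD, per screening run, cut at about 20% in these data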;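 note: signal is peak over basal fluorescence ratio across a 100 second FLIPR read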
M1 ag: human M1 muscarinic receptor agonists, primary screen, Fluo-8 calcium fluorescence, CHO-K1 cells, HTS. Muscarinic acetylcholine receptor M1 (Homo sapiens), P11229. CHO-K1 hM1, agonist mode; 0% DMSO, 100% acetylcholine EC100. activation, % at 3 µM. 360,000 tested, 0.33% active;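 active = activation above the run's mean compound activation plus 3 SD, cut at about 16% in these data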;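 note: peak over basal fluorescence ratio within a 140 s kinetic read after compound addition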
CHO-K1 Ca PAM: nonselective calcium activators in parental CHO-K1 cells, primary screen, counter-screen for M1 PAM project, cell-based, Fluo-8 calcium fluorescence, full deck, 1536-well; ATP EC20; 0% at ATP EC20, 100% at ATP max; activation, % at 3 µM; 360,000 tested, 0.02% active; AID 602247, 2012;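 active = activation above the run cutoff, the mean activation of all test compounds plus 3 SD, cut at about 40% in these data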;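 note: peak over basal fluorescence ratio in a 140 s read after ATP addition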
TAAR1 ag: human TAAR1 agonists, primary screen, Fluo-8 calcium fluorescence, CHO RD-HGA16 cells; activation, % at 3 µM; 360,000 tested, 0.99% active; vehicle wells 0%, saturating PEA agonist 100%; Trace amine-associated receptor 1 (Homo sapiens), Q96RJ0;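 active = activation above the mean activation of all test compounds in the run plus 3 SD, cut at about 38% in these data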
Target sequence (Q96RJ0 whole entry, looked up): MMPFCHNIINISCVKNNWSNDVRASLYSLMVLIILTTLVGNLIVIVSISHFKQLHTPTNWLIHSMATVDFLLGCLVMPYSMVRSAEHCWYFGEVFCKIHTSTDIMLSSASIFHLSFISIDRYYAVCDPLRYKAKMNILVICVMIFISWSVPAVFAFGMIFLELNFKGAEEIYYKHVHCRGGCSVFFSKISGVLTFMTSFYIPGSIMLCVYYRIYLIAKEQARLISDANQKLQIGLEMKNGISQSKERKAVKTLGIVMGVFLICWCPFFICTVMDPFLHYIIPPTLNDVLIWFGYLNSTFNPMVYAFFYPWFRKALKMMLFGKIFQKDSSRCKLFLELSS
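Test system: RD-HGA16 (CHO) cells co-expressing Gα16 and hTAAR1 | Doses: Single dose, 3 µM | Schedule: 17-24 h seeding, 75 min 37 °C dye, 30 min RT | Evaluation: % activation from peak over basal fluorescence ratio, DMSO-to-PEA scaled | Technique: Kinetic Fluo-8 calcium fluorescence | Benchmarks: Low control DMSO, high control PEA (EC100)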
CHO-K1 Ca antag: M1 antagonist counterscreen hit in parental CHO-K1 cells. ATP-induced calcium, Fluo-8 fluorescence. 360,000 tested, 0.6% active. inhibition, % at 3 µM;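 active = inhibition above a per-plate cutoff, the plate's mean sample inhibition plus 3 SD, cut at about 24% in these data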;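 note: 0% = DMSO plus EC80 ATP and 100% = DMSO alone without ATP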
TAAR1 antag: human TAAR1 antagonists, primary screen, Fluo-8 calcium fluorescence, CHO RD-HGA16 cells. antagonist. inhibition, % at 3 µM. 360,000 tested, 1.5% active;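 active = inhibition above a per-plate cutoff, the mean inhibition of test compounds on that plate plus 3 SD, cut at about 49% in these data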;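 note: 0% = DMSO plus EC80 beta-PEA response and 100% = DMSO alone without agonist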
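Test system – hTAAR1-expressing CHO RD-HGA16 cells, Gα16-coupled · Reagent – β-PEA at EC80 concentration, post-compound challenge · Compound dosing – 3 µM, single point · Timing – 140 s kinetic read after compound, 140 s after agonist · Detection – Fluo-8 intracellular calcium dye fluorescence, real-time kinetic reads · Control set – DMSO and EC80 PEA controls · Repeats – n of 1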
M1 ag parental: counter-screen for M1 agonists: effect in parental CHO-K1 cells. AID 602248, 2012. 360,000 tested, 0.48% active. activation, % at 3 µM. Fluo-8 calcium fluorescence; scaled to maximal ATP response, vehicle zero; in the data active = activation above about 15%;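 note: untransfected CHO-K1 host cells lacking M1 receptor as counterscreen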
CHO parental Ca: ATP-evoked calcium signal inhibitors, parental CHO, primary screen, counter-screen for OX1R antagonist project, cell-based, fluorescence, Fluo-8 calcium dye; parental CHO-K1, ATP-induced calcium, Fluo-8 fluorescence; inhibition, % at 5.6 µM; 330,000 tested, 0.63% active;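 active = inhibition above that plate's mean sample inhibition plus 3 SD, cut at about 26% in these data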;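 note: 0% = ATP-challenged DMSO wells and 100% = DMSO wells without ATP; some compounds past the cut are filed as inactive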
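Assay system – parental CHO cells · Reagent – ATP stimulus · Detection – intracellular calcium via Fluo-8 no-wash fluorescent dye · Evaluation – percent inhibition of ATP-evoked calcium rise, normalized to controls · Controls – ATP wells versus no-ATP DMSO wells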
OXTR potentiator: human OXTR potentiators, primary screen, fluorescence, CHO-OTR cells, Fluo-8 calcium; Fluo-8 calcium fluorescence, potentiator mode; 0% = oxytocin EC15, 100% = EC100; activation, % at 3 µM; 320,000 tested, 0.061% active;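 active = activation above that plate's cutoff, the mean activation of tested compounds plus 3 SD, cut at about 6.6% in these data, passing the limit was not always enough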;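 note: 100% uses oxytocin at 75 nM as the full agonist control; some results filed as inactive read as strong as hits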
Target sequence (P30559 whole entry, looked up): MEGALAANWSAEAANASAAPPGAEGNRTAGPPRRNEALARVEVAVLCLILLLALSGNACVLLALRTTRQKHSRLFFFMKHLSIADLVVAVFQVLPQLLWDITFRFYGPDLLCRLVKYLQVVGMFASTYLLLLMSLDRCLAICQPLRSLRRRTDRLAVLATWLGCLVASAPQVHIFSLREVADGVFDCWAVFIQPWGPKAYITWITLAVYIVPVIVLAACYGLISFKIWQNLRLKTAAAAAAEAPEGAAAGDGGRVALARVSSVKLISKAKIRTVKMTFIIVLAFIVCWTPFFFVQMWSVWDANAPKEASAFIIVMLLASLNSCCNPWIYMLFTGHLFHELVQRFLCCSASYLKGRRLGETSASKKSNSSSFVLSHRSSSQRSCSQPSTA
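Assay system: CHO-OTR cells, human receptor / Also added: oxytocin at about EC15, sub-maximal agonist stimulus / Dosing: single dose, 3.0 µM nominal final compound concentration / Incubation: 6 min pre-incubation, 100 s read / Technique: Fluo-8 calcium dye fluorescence / Read-out: % activation vs EC15 and EC100 oxytocin / Benchmarks: EC15 oxytocin low, 75 nM oxytocin high / Replicates: singlicate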
Numbers without * were called inactive; x = not tested or not shown. Not all compounds are listed; count on the stated rates, not on these rows.

item	compound	V1R ag counter	M1 ag	CHO-K1 Ca PAM	TAAR1 ag	CHO-K1 Ca antag	TAAR1 antag	M1 ag parental	CHO parental Ca	OXTR potentiator
1	O=c1[nH]c(=O)n(Cc2ccc(F)cc2)c(O)c1C=Nc1ccc(Cl)cc1	1.4	-5	18	4	-9	2	0.6	1	-22
2	CC1(C)C2CC=C(CN3CCC(O)CC3)C1C2 (stereo not drawn)	-0.2	-12	18	20	-17	-10	0.4	0	-6
3	COC(=O)NC(=C(Cl)Cl)P(=O)(c1ccccc1)c1ccccc1	-0.2	-1	0	12	3	-5	0.4	-30	-1
4	COc1ccc(-n2c(-c3ccccc3F)nc3ccccc3c2=O)cc1	x	-7	13	-2	-2	8	0.4	x	x
5	O=[N+]([O-])NC1=NCN(Cc2ccco2)CN1Cc1ccco1	1.3	-2	7	3	-8	-8	0.3	0	-9
6	Cc1cccc(N2CCN(Cc3ccc4c(c3)OCO4)CC2)c1C	-0.5	-6	9	4	-5	-1	0.7	-19	-16
7	O=c1[nH]c(=O)n(-c2ccc(Br)cc2)c(O)c1C=NC(CO)(CO)CO	0.5	-3	11	0	-15	-20	0.6	-6	-5
8	COc1ccc(-n2nnnc2C(c2cccs2)N2CCC(n3c(=O)[nH]c4ccccc43)CC2)cc1 (stereo not drawn)	x	4	31	12	-16	71*	6.4	x	x
9	C=CCN1C(=O)NC(=O)C(CCc2ccncc2)(CCc2ccncc2)C1=O	-0.3	-7	27	-1	-4	2	-0.1	-13	-2
10	O=C(Cc1ccccc1)Oc1ccc(N2C(=O)C3CCCCC3C2=O)cc1 (stereo not drawn)	1.1	-4	12	10	-1	3	3.1	-11	-2
11	CN(C=O)CP(=O)(O)CN(C)C=O	1.0	-1	16	17	-5	-3	0.2	-5	-5
12	O=C1CCCN1C(=O)c1cncc(Br)c1	-0.2	-4	-4	6	-2	8	-0.1	-2	-4
13	COc1ccc2[nH]c(C)c(CCN3CCC(=O)C(C)C3C)c2c1 (stereo not drawn)	-0.4	-6	14	0	-7	-19	0.3	-16	-5
14	O=C(C1CC(=O)N(C2CCCC2)C1)N1CCC2(CC1)OCCO2 (stereo not drawn)	-0.1	-3	35	12	-16	2	0.8	-6	-1
15	COc1ccc(-c2ccc(OC)c(OC)c2OC)cc1	x	-4	15	-2	-6	-25	-0.3	x	x
16	COc1ccccc1N1C(=O)CC(=O)NC1=O	-0.2	-1	8	2	-11	1	0.8	-18	0
17	CC(=O)Nc1ccc(C=C2C(=O)NC(=O)NC2=O)cc1	x	1	9	1	-15	6	-0.2	x	x
18	O=P(Nc1c(Cl)cccc1Cl)(c1ccccc1)c1nc2c(s1)CCCC2 (stereo not drawn)	-1.1	-5	-1	x	-4	x	-0.3	-4	4
19	O=C(N[C@H]1CP(=O)(Oc2ccccc2)O[C@H](COCc2ccccc2)[C@H]1O)C(Cl)(Cl)Cl (stereo partly drawn)	1.6	2	8	21	-11	14	0.7	-21	-5
20	C[C@]12CCC3C(CC[C@H]4C[C@@H](O)CC[C@]34C)C1CC[C@@H]2OC(=O)[C@H](N)CCCCN (stereo partly drawn)	0.0	-5	0	1	6	14	0.1	-12	-7
21	CC(C)Oc1ccc(CCN)cc1Cl	1.2	-7	23	52*	-2	-28	1.6	-7	-5
22	O=C(Nc1nccs1)C(Cl)(Cl)Cl	7.4	2	-1	10	-6	11	0.2	-8	-12
23	CC1CCN(c2cc(Br)c([N+](=O)[O-])cc2F)CC1	-0.1	-3	3	9	-7	-37	1.6	-4	2
24	COC(=O)C1=C(c2cc3ccccc3s2)C[C@@H]2CC[C@H]1N2C(=O)NCCCOC(C)C	0.0	-11	2	11	-7	-7	-0.3	-21	-4
25	CCN(CC)CCN=Cc1c(O)n(CCc2ccccc2)c(=O)[nH]c1=O	1.2	-6	-1	9	-4	0	-0.1	-14	-4
26	C=CCn1c(O)c(C(C)=Nc2cccc(C(F)(F)F)c2)c(=O)[nH]c1=O	-0.6	-1	0	5	2	-38	0.3	-10	-7
27	N[C@@H](Cc1c[nH]c2ccccc12)c1nnc(SCc2ccccc2)o1	1.1	-1	16	5	1	0	1.4	-19	-12
28	COc1cc(CNCCc2c[nH]c3ccccc23)cc(OC)c1OC	x	-2	22	1	-3	7	1.4	x	x
29	CC/C(=N\Nc1cccc2ccccc12)c1c(O)[nH]c(=O)[nH]c1=O	0.2	-2	2	6	1	23	0.0	-16	-8
30	O=C1NC(=S)N(c2ccccc2F)C(=O)/C1=C\c1cccs1	1.8	-3	16	13	1	6	0.5	-9	-9

The list goes on.
item	compound	V1R ag counter	M1 ag	CHO-K1 Ca PAM	TAAR1 ag	CHO-K1 Ca antag	TAAR1 antag	M1 ag parental	CHO parental Ca	OXTR potentiator
31	CC1(C)CN(S(=O)(=O)OCC(Cl)(Cl)Cl)C(=O)N1	0.7	1	3	3	-7	-20	0.3	4	-7
32	CC(Cc1ccc(O)cc1)NCC(O)c1cc(O)cc(O)c1 (stereo not drawn)	x	x	x	1	x	-20	x	-5	-5
33	CCn1c(O)c(/C=N/N2CCOCC2)c(=O)n(CC)c1=S	0.9	-4	4	5	10	-15	0.6	1	9
34	COc1ccc(-n2nnnc2C(c2ccnc3ccccc23)N2CCC3(CC2)C(=O)NCN3c2ccccc2)cc1 (stereo not drawn)	x	-3	12	11	12	48	5.8	x	x
35	O=C1NC(=O)N(Cc2ccc(F)cc2)C(=O)/C1=C\c1ccoc1	29*	7	13	15	-2	24	14	16	-23
36	NP(=O)(OCCCc1ccccc1)Oc1ccccc1Cl (stereo not drawn)	0.9	-2	0	6	-6	9	0.4	-1	-6
37	CCOC(=O)[C@]12Cc3cc(OC)ccc3[C@H]1N(Cc1ccccc1)C(=O)c1cc(OC)ccc12	x	x	-2	2	-14	-36	1.2	x	x
38	CN(C)CCCN=Cc1c(O)n(CCc2ccccc2)c(=O)[nH]c1=O	0.5	-4	13	8	-8	8	0.3	4	-9
39	Cc1oc(-c2ccc(F)cc2F)nc1CN1C[C@@H]2C[C@@H](C1)c1cccc(=O)n1C2	-1.7	-5	-1	1	8	-6	-0.1	-29	-12
40	O=C1NC(=O)C(=Cc2ccccc2[N+](=O)[O-])C(=O)N1	x	-4	-18	1	3	-13	0.1	x	x
41	Cc1[nH]c2ccc(O)cc2c1CCN	0.6	-3	1	9	2	-4	-0.3	-7	-1
42	COc1cc2c(cc1OC)CC[N+](C)=C2	1.0	-1	-4	3	8	-7	-0.2	-8	3
43	C=CCOC(=O)C1=C(C)OC(N)=C(C#N)[C@@]12C(=O)N(CC(N)=O)c1ccccc12	1.1	-6	-8	-1	10	-2	-0.3	-7	-5
44	CN(C(=O)Oc1ccc(F)cc1)c1ccccc1	0.9	0	24	7	-10	-15	1.4	-8	0
45	COC(=O)C1=C(c2ccc(S(C)(=O)=O)cc2)C[C@@H]2CC[C@H]1N2C(=O)N1CCC(C)CC1	-0.8	-5	16	-1	-10	-5	-0.2	6	-3
46	COC(=O)C1=C(c2ccc(OC)c(OC)c2)C[C@@H]2CC[C@H]1N2C(=O)N1CCC(O)CC1	-0.4	-3	8	5	-10	7	0.2	6	-4
47	O=C(Cc1ccc([N+](=O)[O-])cc1)N1CCN(Cc2ccc3c(c2)OCO3)CC1	-0.6	-6	16	1	-1	-13	2.5	3	-19
48	Cc1c(C(=O)N2CCC3(CC2)OCCO3)sc2ncnc(N(C)c3ccccc3)c12	-1.4	-4	9	12	-9	-13	0.9	-22	-12
49	Nc1ccc(Cl)c(Cl)c1	x	-2	-4	5	-11	-17	0.7	x	x
50	Cc1ccc(CNCCc2ccccc2F)cc1	1.1	-13	16	11	-16	-17	0.9	-18	-1
51	O=P(OCC(F)(F)C(F)F)(N1CCCCC1)N1CCCCC1	0.0	-2	15	7	-10	5	0.4	-7	-13
52	Nc1ccc(N2CCN(Cc3ccccc3Cl)CC2)c(Cl)c1	1.2	-5	13	13	0	1	0.2	-9	-11

Gathered by group: the entries above containing an NH in an aromatic ring.
item	compound	V1R ag counter	M1 ag	CHO-K1 Ca PAM	TAAR1 ag	CHO-K1 Ca antag	TAAR1 antag	M1 ag parental	CHO parental Ca	OXTR potentiator
1	O=c1[nH]c(=O)n(Cc2ccc(F)cc2)c(O)c1C=Nc1ccc(Cl)cc1	1.4	-5	18	4	-9	2	0.6	1	-22
7	O=c1[nH]c(=O)n(-c2ccc(Br)cc2)c(O)c1C=NC(CO)(CO)CO	0.5	-3	11	0	-15	-20	0.6	-6	-5
8	COc1ccc(-n2nnnc2C(c2cccs2)N2CCC(n3c(=O)[nH]c4ccccc43)CC2)cc1 (stereo not drawn)	x	4	31	12	-16	71*	6.4	x	x
13	COc1ccc2[nH]c(C)c(CCN3CCC(=O)C(C)C3C)c2c1 (stereo not drawn)	-0.4	-6	14	0	-7	-19	0.3	-16	-5
25	CCN(CC)CCN=Cc1c(O)n(CCc2ccccc2)c(=O)[nH]c1=O	1.2	-6	-1	9	-4	0	-0.1	-14	-4
26	C=CCn1c(O)c(C(C)=Nc2cccc(C(F)(F)F)c2)c(=O)[nH]c1=O	-0.6	-1	0	5	2	-38	0.3	-10	-7
27	N[C@@H](Cc1c[nH]c2ccccc12)c1nnc(SCc2ccccc2)o1	1.1	-1	16	5	1	0	1.4	-19	-12
28	COc1cc(CNCCc2c[nH]c3ccccc23)cc(OC)c1OC	x	-2	22	1	-3	7	1.4	x	x
29	CC/C(=N\Nc1cccc2ccccc12)c1c(O)[nH]c(=O)[nH]c1=O	0.2	-2	2	6	1	23	0.0	-16	-8
38	CN(C)CCCN=Cc1c(O)n(CCc2ccccc2)c(=O)[nH]c1=O	0.5	-4	13	8	-8	8	0.3	4	-9
41	Cc1[nH]c2ccc(O)cc2c1CCN	0.6	-3	1	9	2	-4	-0.3	-7	-1
